From PubChem BioAssay
CXCR6 block: CXCR6 receptor inhibitors, primary screen, cell-based, beta-arrestin, luminescence, CHO-K1 PathHunter, 1536-well. 0.36% of 360,000 active. AID 602244, 2012. C-X-C chemokine receptor type 6 (Homo sapiens), O00574. inhibition, % at 20 µM; in the data active = inhibition above about 34%, passing the limit was not always enough;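 also: antagonist mode with CXCL16 agonist at 10 nM final; 0% = 10 nM CXCL16 with DMSO and 100% = unstimulated wells without agonist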
CCR6 antag: CCR6 receptor antagonists, primary screen, cell-based, CHO-K1, luminescence, beta-arrestin, uHTS; C-C chemokine receptor type 6 (Homo sapiens), P51684; CHO-K1 CCR6 PathHunter beta-arrestin, CCL20-stimulated; inhibition, % at 20 µM; 0.49% of 340,000 active; AID 493098, 2011;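 active = compounds whose inhibition of the agonist-driven luminescence signal at 20 µM reaches about 50%, limit read from the data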;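 also: cells stimulated with CCL20 at 14 nM final; plate controls were DMSO with CCL20 for no effect and DMSO without agonist for full effect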
Target sequence (P51684 whole entry, looked up): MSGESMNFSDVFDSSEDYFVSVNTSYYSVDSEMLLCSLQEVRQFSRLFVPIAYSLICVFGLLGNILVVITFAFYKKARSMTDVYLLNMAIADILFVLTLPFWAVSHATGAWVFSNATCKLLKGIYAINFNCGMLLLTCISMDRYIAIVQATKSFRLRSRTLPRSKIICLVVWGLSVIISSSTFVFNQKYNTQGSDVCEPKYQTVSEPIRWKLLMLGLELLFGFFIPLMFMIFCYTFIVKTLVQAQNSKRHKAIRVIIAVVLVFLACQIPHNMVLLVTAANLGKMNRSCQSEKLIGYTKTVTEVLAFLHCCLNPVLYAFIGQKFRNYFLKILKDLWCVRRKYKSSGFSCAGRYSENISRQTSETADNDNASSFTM
APJ agonist: agonists of human apelin receptor APJ, primary screen, CHO-K1 cells, PathHunter beta-arrestin, luminescence. 0% DMSO wells, 100% apelin. activation, % at 20 µM. 0.11% of 330,000 active. AID 2520, 2010;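 active = activation more than six SD over the plate average, tested at 20 µM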;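 also: 0% = DMSO alone and 100% = apelin-13 at 10 nM; some results filed as inactive read as strong as hits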
Target sequence (P35414 whole entry, looked up): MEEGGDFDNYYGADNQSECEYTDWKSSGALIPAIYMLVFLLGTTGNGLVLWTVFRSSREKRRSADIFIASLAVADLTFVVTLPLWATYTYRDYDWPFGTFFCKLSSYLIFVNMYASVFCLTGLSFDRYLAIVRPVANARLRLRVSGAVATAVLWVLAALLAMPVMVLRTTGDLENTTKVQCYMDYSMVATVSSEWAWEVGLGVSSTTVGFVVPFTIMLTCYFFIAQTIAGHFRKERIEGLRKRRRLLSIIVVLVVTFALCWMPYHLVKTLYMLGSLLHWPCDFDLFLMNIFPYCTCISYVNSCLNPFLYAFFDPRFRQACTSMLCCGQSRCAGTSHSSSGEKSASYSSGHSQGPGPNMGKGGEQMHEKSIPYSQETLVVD
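assay system = CHO-K1 APJ beta-arrestin complementation cell line | input = cell density 1000 per well | dosing = compound 20 µM once, DMSO 1% | timing = compound 90 min 25 °C, reagent 1 h | measured by = luminescence from split beta-galactosidase complementation, Galacton Star/Emerald II substrate | read-out basis = APJ agonist activity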
APJ antag: antagonists of human apelin receptor APJ, primary screen, CHO-K1 cells, beta-arrestin complementation, luminescence. P35414. inhibition, % at 20 µM. 0.32% of 330,000 active;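 active = inhibition above about 40% at 20 µM, limit read from the data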;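 also: cells challenged with 10 nM apelin-13 agonist together with compound; plate controls were apelin-13 plus DMSO wells for no effect and DMSO wells lacking apelin-13 for full effect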
CHOP UPR activ: activators of apoptotic CHOP UPR arm, primary screen, cell-based, CHO-CHOP luciferase reporter, luminescence, uHTS | AID 449763, 2010 | activation, % at 10 µM | UPR activation; percent of tunicamycin response over DMSO baseline | 0.34% of 330,000 active;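 active = at 10 µM dose, activation of 40% or more, normalized to positive control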;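 also: 100% = tunicamycin at 10 µg/mL and 0% = DMSO alone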
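assay system = CHO CHOP reporter cells | amount = 500 CHO-CHOP cells per well | buffer or medium = F12 with 10% FBS | incubation = 16-18 h cell attachment, then 6 h compound exposure, 37 °C | detection = luminescence read with Steady-Glo | read-out = percent activation relative to tunicamycin control | controls = tunicamycin high control, DMSO low control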
XBP1 UPR activ: activators of adaptive XBP1 UPR arm, primary screen, cell-based, CHO-XBP1 luciferase reporter, luminescence, uHTS. IRE1-XBP1 UPR activation; percent of tunicamycin response, DMSO as zero. activation, % at 20 µM. 0.33% of 330,000 active;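 active = versus positive control, 20 µM dose yields 30% or more activation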;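 also: 100% = tunicamycin at 10 µg/mL and 0% = DMSO only wells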
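Assay system: IRE1-XBP1 luciferase reporter CHO line. Input: 1000 cells/well. Buffer or medium: F12 with 10% serum. Doses: 20 µM, 1% DMSO. Times: overnight seeding at 37 °C, 6 h compound treatment at 37 °C. Technique: Steady-Glo luciferase glow luminescence, 10 min after reagent addition.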
Mdm2-MdmX inh: inhibitors of human Mdm2-MdmX association, primary screen, cell-based, luminescence, split luciferase, SaOS-2, uHTS; Protein Mdm4 (Homo sapiens) + E3 ubiquitin-protein ligase Mdm2 (Homo sapiens), …; SaOS-2 split-luciferase Mdm2/MdmX complementation; inhibition, % at 8 µM; 3% of 330,000 active;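 active = inhibition of at least 50% at 8 µM in the primary screen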
tim23-1 inh: growth inhibitors of tim23-1 mutant yeast, primary screen, luminescence, uHTS | S. cerevisiae tim23-1 growth, BacTiter-Glo luminescence, 24 h | inhibition, % at 20 µM | 1.3% of 330,000 active;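 active = growth inhibition of the mutant yeast at or above 50%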;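 also: temperature-sensitive mutant grown at 25 °C; plate controls were DMSO-treated mutant yeast for no effect and medium wells lacking yeast for full effect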
EBI2 antag: EBI2 receptor antagonists, beta-arrestin recruitment, primary screen, cell-based, luminescence, 7a,25-OHC stimulation, uHTS | 7a,25-OHC stimulated | inhibition, % at 5 µM | 0.81% of 360,000 active | AID 651636, 2012; in the data active = inhibition above about 38%;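 also: enzyme fragment complementation signal reports receptor beta-arrestin coupling in cells; 0% = agonist plus DMSO wells and 100% = wells without agonist; some results beyond the cut were filed as inactive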
* = called active by the depositor. Not all compounds are listed; rates above refer to the full screens.

SMILES	CXCR6 block	CCR6 antag	APJ agonist	APJ antag	CHOP UPR activ	XBP1 UPR activ	Mdm2-MdmX inh	tim23-1 inh	EBI2 antag
CC(C)Cn1c(N)c(C(=O)COC(=O)C2CCCN2C(=O)c2cccs2)c(=O)n(C)c1=O (stereo unspecified)	-5	-8	2	-4	-2.6	1	-8	4	-3
Cc1c(NS(=O)(=O)c2cc(C(=O)NCc3cccnc3)ccc2Cl)c(=O)n(-c2ccccc2)n1C	-7	6	1	10	-0.5	-3	-17	8	-1
CCN1C(=O)CC(C(=O)OC)=C1C	-4	1	-4	-1	-0.9	-1	-21	11	-16
COc1ccc(NC(=O)NNS(=O)(=O)c2ccc(OC)c(OC)c2)c(OC)c1	-2	16	7	20	1.7	-7	27	-11	-14
COc1ccc2c(c1)c(CC(=O)Nc1nnc(C3CC3)s1)c(C)n2C(=O)c1ccc(Cl)cc1	-15	-17	12	-11	-0.7	2	83*	3	-39
CCNC(=S)Nc1cc(-c2ccc(Cl)cc2)[nH]n1	-19	6	0	-46	2.8	3	-38	47	-8
COc1ccccc1C(=O)NCC(=O)N=Nc1c(O)n(C(C)C)c2ccccc12	5	29	2	-42	1.6	4	1	19	11
CC(C)(C)OC(=O)NCCc1nnc(SCC(=O)Nc2cccc(Cl)c2)o1	4	0	-1	-9	-0.7	-4	19	1	11
CCOC(=O)C1=C(c2ccccc2)O/C(=C(\C(=O)OC)C(F)(F)F)S1	8	33	-1	8	-2.9	-1	14	11	6
O=C(c1ccc(Br)cc1)c1cc(-c2ccccn2)c(N2CCOCC2)s1	3	27	-3	13	3.1	0	35	43	37*

The final 3 records of the section before come first, to join the parts.
SMILES	CXCR6 block	CCR6 antag	APJ agonist	APJ antag	CHOP UPR activ	XBP1 UPR activ	Mdm2-MdmX inh	tim23-1 inh	EBI2 antag
CC(C)(C)OC(=O)NCCc1nnc(SCC(=O)Nc2cccc(Cl)c2)o1	4	0	-1	-9	-0.7	-4	19	1	11
CCOC(=O)C1=C(c2ccccc2)O/C(=C(\C(=O)OC)C(F)(F)F)S1	8	33	-1	8	-2.9	-1	14	11	6
O=C(c1ccc(Br)cc1)c1cc(-c2ccccn2)c(N2CCOCC2)s1	3	27	-3	13	3.1	0	35	43	37*
COc1ccccc1NC(=O)NCCCCc1ccccc1	-2	9	-2	5	0.2	-6	2	21	-4
Cn1c(SCC(=O)N2CCc3ccccc3C2)nnc1-c1ccncc1	-4	7	0	8	2.8	2	24	0	-10
Cc1ccc(S(=O)(=O)N(Cc2ccc(Cl)cc2)c2ccccc2C(=O)NCc2ccco2)cc1	16	27	1	-1	2.2	-2	12	37	19
CCOC(=O)c1c(N)sc2c1CCC1C(=O)N(C3CCCCC3)C(=O)C21 (stereo unspecified)	8	13	-3	-8	1.0	2	17	23	5
CCCCNc1nnc(SCC(=O)c2c[nH]c3ccccc23)s1	-1	1	1	5	-1.6	-2	4	4	-12
O=C1CN(C(=O)COC(=O)c2ccc(Cl)c(S(=O)(=O)N3CCCCC3)c2)c2ccccc2N1	-6	1	-1	-2	0.9	-2	11	0	-2
CCOC(=O)c1c2ccccc2[n+]([O-])n1CCO	-2	6	6	-6	-0.8	2	-33	1	-16
O=C(NCCOc1ccccc1)c1cc(C(=O)NCCOc2ccccc2)cc([N+](=O)[O-])c1	-2	20	0	-14	2.8	-2	35	10	35
O=C(NCCCN1CCCC1=O)c1cc2ccccc2o1	4	0	-4	-9	2.5	-1	16	11	-10
COc1ccc(NC(=O)COC(=O)C23CC4CC(CC(O)(C4)C2)C3)cc1Cl	-2	0	-2	-18	4.1	3	-42	5	4
COc1ccc(S(=O)(=O)n2cnc3cc(C)c(C)cc32)cc1C	-1	-12	1	-5	0.9	-3	9	18	-15
COc1ccc(-c2cc(=O)[nH]c(N3CCN(Cc4ccccc4)CC3)n2)cc1	-3	-8	-2	-18	3.0	0	5	12	-20
O=C(Nc1ccccc1N1CCOCC1)c1cc(-c2ccncc2)nc2ccccc12	-6	-1	5	-15	0.8	4	55*	31	-17
O=C(CCCn1c(=O)oc2ccccc21)Nc1ccccc1	9	-12	-1	14	1.1	-3	-8	8	3
Cc1cccc2nc(COc3ccc4ccccc4c3Br)cn12	-6	-8	-5	-12	4.7	1	-237	36	3
COCCn1c(Cc2ccccc2)nnc1SCC(=O)N1CCOCC1	-9	5	-2	-6	-0.3	1	-4	-8	7
CC(=O)c1ccc(S(=O)(=O)N2CCC(NC(=O)Nc3cccc(F)c3)CC2)cc1	-3	-11	2	6	2.0	-3	9	1	2
CC(=O)c1ccc(NC(=O)CSc2nnc(C3CC3)n2C)cc1	-5	14	1	-20	1.4	-4	-16	-11	-10
CC1CCN(CC(=O)NCc2ccco2)CC1	-5	-14	-1	-7	-0.5	-2	3	9	-4
CCC(C)[C@H](NC(=O)Nc1ccc(S(N)(=O)=O)cc1)C(=O)OC (stereo partly specified)	-13	1	-1	4	1.8	-3	17	-6	1
O=C(N/N=C1/C(=O)c2cccc3cccc1c23)c1ccc(Cl)cc1	27	39	-9	34	9.9	4	59*	-6	8
C=CCn1c(-c2ccccc2)nc(=S)c2c1CC(C)(C)OC2	9	8	-4	12	-1.1	-2	22	-9	-2
Cc1cc(NC(=O)c2coc(=O)c(Br)c2)ccc1C(C)C	7	15	5	1	31	-7	23	41	-1
CCCCCn1c(=NC(C)=O)c(C#N)cc2c(=O)n3ccccc3nc21	4	14	-7	-1	-2.5	-3	23	-6	5
CC1CC1C(=O)Nc1nc2ccc(Cl)cc2s1 (stereo unspecified)	-8	-14	-3	0	4.8	6	-77	56*	3
C#CCOCCOCCOCCNc1nc(N2CCN(C(=O)[C@H](Cc3ccc(O)cc3)n3cc(C(N)CC(C)C)nn3)CC2)nc(N2CCN(C(=O)[C@H](CCC(=O)O)n3cc(C(N)[C@H](C)CC)nn3)CC2)n1 (stereo partly specified)	0	3	1	9	-0.4	2	-13	17	2
COc1ccccc1NC(=O)Cc1noc(CSc2nnc(C)n2C)n1	-3	4	-2	6	-2.4	-1	2	18	-10
COc1ccc(CC(=O)OCC(=O)Nc2ccc(C(=O)Nc3ccc(OC)cc3)cc2)cc1	5	0	-1	9	2.4	-4	13	8	13
CC(=O)c1c(N2CCN(c3cccc(Cl)c3)CC2)nc(=S)n(-c2ccccc2)c1C	7	1	-6	23	0.9	-6	-4	7	5
COc1ccc(-c2ccnc3nc(Sc4ncc(C(F)(F)F)cc4Cl)nn23)cc1	7	11	-2	-6	0.7	1	18	46	9
C[C@]12c3[nH]c4ccccc4c3CCN1C(=O)C(CC(=O)NCc1cccc(C(F)(F)F)c1)C[C@@H]2C(=O)N1CCCCC1 (stereo partly specified)	5	3	-3	6	3.0	7	41	13	9
COc1ccc(N2CCN(C(=O)CN=C3NS(=O)(=O)C(c4ccc(C)cc4)=C3C)CC2)cc1	3	-2	-1	14	-1.7	1	8	-18	-6
O=C(CCn1c(=S)[nH]c2cc3c(cc2c1=O)OCO3)NCc1cccc(Cl)c1	5	15	3	8	1.8	0	23	-13	1
O=C(CCC(=O)N1CCCC(Nc2ccccc2)C1)c1ccc(F)cc1 (stereo unspecified)	-7	1	-7	7	-0.3	-2	11	2	-1
O=C(CSc1nnc(-c2ccc(OC(F)F)cc2)o1)NCc1cccs1	-7	14	-2	8	1.8	-2	4	29	-2
CCCCn1c(N)c(N(CCOC)C(=O)CN2c3ccccc3CC2C)c(=O)[nH]c1=O (stereo unspecified)	9	2	-3	12	-1.9	5	-3	9	-6
Cc1cccc(CN2CCc3c([nH]c4ccccc34)C2CC(C)C)n1 (stereo unspecified)	4	17	-1	8	-0.7	-2	11	16	8
O=C(NNC(=O)c1c(F)cccc1F)c1sccc1-n1cccc1	-3	3	0	-13	-2.1	-5	-14	15	5
CCNC(=O)COc1ccc(Br)cc1Cl	-1	9	-3	-8	2.3	2	-11	-7	-4
O=C(COc1ccc(Cl)cc1Cl)Nc1ccc(CN2CCOCC2)cc1	-17	-3	-1	15	2.9	-1	24	10	4
CC(=O)c1cccc(NC(=O)N2C3CCCC2CC(NC(=O)C2CC2)C3)c1 (stereo unspecified)	14	7	-4	-4	-0.4	4	-2	3	-3
CCNC(=O)C(=O)NCCc1ccc(Cl)cc1	-6	-7	-4	-3	-2.3	-2	4	-9	-11

Another view of some results above.
Every second line gives: CXCR6 block	CCR6 antag	APJ agonist	APJ antag	CHOP UPR activ	XBP1 UPR activ	Mdm2-MdmX inh	tim23-1 inh	EBI2 antag
O=C(CCn1c(=S)[nH]c2cc3c(cc2c1=O)OCO3)NCc1cccc(Cl)c1
  5	15	3	8	1.8	0	23	-13	1
Cc1cccc(CN2CCc3c([nH]c4ccccc34)C2CC(C)C)n1 (stereo unspecified)
  4	17	-1	8	-0.7	-2	11	16	8
O=C(NNC(=O)c1c(F)cccc1F)c1sccc1-n1cccc1
  -3	3	0	-13	-2.1	-5	-14	15	5
CC(=O)c1cccc(NC(=O)N2C3CCCC2CC(NC(=O)C2CC2)C3)c1 (stereo unspecified)
  14	7	-4	-4	-0.4	4	-2	3	-3
CCNC(=O)COc1ccc(Br)cc1Cl
  -1	9	-3	-8	2.3	2	-11	-7	-4
O=C(CSc1nnc(-c2ccc(OC(F)F)cc2)o1)NCc1cccs1
  -7	14	-2	8	1.8	-2	4	29	-2
CCNC(=O)C(=O)NCCc1ccc(Cl)cc1
  -6	-7	-4	-3	-2.3	-2	4	-9	-11
